Bioassay records as filed in PubChem.
KCNQ1 inh: human KCNQ1 channel inhibition; P51787; CHO-K1 KCNQ1, FluxOR thallium flux fluorescence; stronger effect = higher value; B-score at 10 µM; hit rate 1.3% among 310,000; AID 2642;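 active means compounds whose thallium flux B-score, printed positive for inhibition, exceeds three library SD while starting fluorescence stays within three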;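 further: channel opened by potassium depolarization with thallium stimulus after 20 min compound exposure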
RGS4 pot: potentiators or activators of RGS4; hit rate 0.92% among 310,000; B-score at 10 µM; HEK293 M3R/inducible RGS4, carbachol calcium flux Fluo4; stronger effect = lower value;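 active means B-score of the integrated calcium signal more than 4 SD below the library mean, with starting fluorescence not abnormally high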;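 further: negative B-score means reduced calcium response which marks RGS4 activation or potentiation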
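Detection: kinetic calcium fluorescence imaging with Fluo4-AM dye, 2 µM / Material: HEK293 cells with stable M3R and inducible RGS4 / Schedule: recording 10 s baseline at 1 Hz, 100 s post-agonist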
GSK3A inh: blocks human GSK-3 alpha kinase. P49840. ADP-Glo luminescence, 60 min. inhibition, % at 10 µM. hit rate 0.1% among 320,000. AID 2650;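 in the data active means inhibition above about 50%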;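 further: GST-tagged GSK-3 alpha with peptide substrate and 25 µM ATP; 0% = DMSO neutral wells and 100% = GW8510 positive control wells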
Target sequence (P49840 whole entry, looked up): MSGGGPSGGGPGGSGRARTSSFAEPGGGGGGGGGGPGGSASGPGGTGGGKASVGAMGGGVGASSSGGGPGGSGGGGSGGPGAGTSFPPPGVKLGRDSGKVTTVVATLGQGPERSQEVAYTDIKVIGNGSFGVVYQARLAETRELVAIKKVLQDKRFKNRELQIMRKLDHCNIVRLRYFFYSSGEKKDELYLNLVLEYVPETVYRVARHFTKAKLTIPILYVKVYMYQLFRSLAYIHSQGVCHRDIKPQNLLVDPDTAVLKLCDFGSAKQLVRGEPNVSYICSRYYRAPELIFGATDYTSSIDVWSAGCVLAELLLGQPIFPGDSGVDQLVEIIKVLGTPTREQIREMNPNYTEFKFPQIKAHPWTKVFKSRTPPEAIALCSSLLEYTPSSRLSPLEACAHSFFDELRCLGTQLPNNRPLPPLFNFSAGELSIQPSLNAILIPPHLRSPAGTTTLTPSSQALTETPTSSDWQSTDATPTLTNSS
KCNK3 inh: human KCNK3 channel inhibition, primary screen; O14649; CHO-KCNK3 thallium flux, FluxOR fluorescence; stronger effect = lower value; B-score at 10 µM; hit rate 0.84% among 340,000;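 active means B-score under library mean minus 4 SD, starting fluorescence ratio at most library mean plus 5 SD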;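 further: more negative B-score means stronger inhibition of thallium flux through KCNK3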
Target sequence (O14649 whole entry, looked up): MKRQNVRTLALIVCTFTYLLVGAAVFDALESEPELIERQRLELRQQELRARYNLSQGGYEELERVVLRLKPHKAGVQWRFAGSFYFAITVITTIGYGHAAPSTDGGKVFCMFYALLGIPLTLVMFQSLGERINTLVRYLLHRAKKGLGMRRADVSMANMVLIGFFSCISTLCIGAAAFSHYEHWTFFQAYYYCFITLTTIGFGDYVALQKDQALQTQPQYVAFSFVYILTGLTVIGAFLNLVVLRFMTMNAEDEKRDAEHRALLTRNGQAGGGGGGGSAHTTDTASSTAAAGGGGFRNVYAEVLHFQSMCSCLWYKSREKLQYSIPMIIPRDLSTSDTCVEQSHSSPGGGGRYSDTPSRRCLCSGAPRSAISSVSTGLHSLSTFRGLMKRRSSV
KCNK9 block: inhibitors of human KCNK9 two-pore domain potassium channel; HEK293 KCNK9, FluxOR thallium flux fluorescence; stronger effect = lower value; B-score at 10 µM; hit rate 1.2% among 310,000;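 active means ratio B-score over 3 SD below the library mean, with starting fluorescence within 5 SD of its mean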;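 further: negative B-score means less thallium flux so channel inhibition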
HDAC3 inhib: inhibitors of human histone deacetylase 3 | recombinant HDAC3, fluorogenic peptide/trypsin coupled, fluorescence | inhibition, % at 8.3 µM | hit rate 0.15% among 320,000; in the data active means inhibition above about 26%, passing the limit was not always enough
KCNQ1 act: potentiates or activates the human KCNQ1 potassium channel; CHO-K1 KCNQ1, thallium flux FluxOR fluorescence; stronger effect = higher value; B-score at 10 µM; hit rate 0.35% among 310,000; AID 2648;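 active means fluorescence ratio B-score, a plate-corrected score, at least three library SD, with initial intensity B-score within 5 SD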
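assay system = KCNQ1-transfected CHO-K1 cells | medium = assay buffer with matched DMSO | probe or stimulus = depolarizing K+/Tl+ stimulus, K2SO4 and Tl2SO4 each 12.5 mM in 5x stock | dosing = single dose | incubation = dye 90 min, compound 20 min, room temperature | detection = kinetic FluxOR fluorescence, 10 s baseline plus 110 s post-stimulus | evaluation = ratio B score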
DYRK1A inh: blocks rat Dyrk1A kinase activity; ADP-Glo luminescence, NFATc1 peptide; inhibition, % at 12.5 µM; hit rate 0.43% among 310,000; in the data active means inhibition above about 50%;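 further: plate controls were vehicle with enzyme for no effect and no enzyme for full effect; many of its hits are not listed in these tables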
GSK3beta inhib: blocks human GSK3beta kinase activity | P49841 | GST-GSK3beta kinase, ADP-Glo luminescence, 60 min; stronger effect = lower value | activity score (negative = inhibition), % at 10 µM | hit rate 0.038% among 300,000 | AID 2097;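 active means more than half of replicate wells score below -50%, meaning over 50% inhibition versus plate controls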;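 further: 0% = median DMSO wells and -100% = median GW8510 positive control wells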
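Test system – GST-tagged human GSK3beta kinase, cell-free · Incubation – 60 min enzyme reaction, room temperature · Signal – ADP-Glo luminescence · Also added – peptide substrate and ATP at 25 µM · Controls – DMSO neutral wells and GW8510 at 20 µM as positive · Buffer or medium – Tris/MgCl2 kinase buffer · Measure – Luminescence-derived activity versus plate DMSO and GW8510 wells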
PolyA inh: yeast polyadenylation inhibition | AID 1875 | calls only at 12 µM | S. cerevisiae SKY197-pL101 polyadenylation reporter, beta-gal luminescence; efflux-impaired pdr1/pdr3 knockout yeast; score 100 = 6 SD above DMSO | hit rate 0.02% among 300,000;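 active means lowest replicate activity score at least 50, where 100 means six control SD above control mean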;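 further: yeast exposed to compound for 9 h at 30 °C; higher score means more reporter readthrough which indicates perturbed polyadenylation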
hERG rescue: shields human hERG channel from block by proarrhythmic agents. CHO-hERG, FluxOR thallium flux, dofetilide IC70 present. hit rate 0.51% among 310,000. activation (rescue from dofetilide block), less the hit threshold, % at 10 µM. Q12809;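 active means activation above the mean of controls blocked by dofetilide plus 5 SD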;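 further: thallium influx through hERG after potassium depolarization seen as dye fluorescence rise; in these data hits start at about 4.7%; inactives centre near -7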
* = called active by the depositor; i = inactive; x = not tested or not shown. A portion of the library, so the mix of outcomes need not match the whole.

Every second line gives: KCNQ1 inh, RGS4 pot, GSK3A inh, KCNK3 inh, KCNK9 block, HDAC3 inhib, KCNQ1 act, DYRK1A inh, GSK3beta inhib, PolyA inh, hERG rescue
- CC1CCN(c2c([N+](=O)[O-])nn(-c3ccc4c(c3)OCCO4)[n+]2[O-])CC1
    i, i, -2, i, i, 3, i, 4, 1, i, -14
- O=S(=O)(c1ccc(Cl)cc1)N1CCn2c1nc1ccccc12
    i, i, 0, i, i, 1, i, 7, -4, i, -8
- CCCCCCN1Cc2ccccc2C1
    i, i, 3, i, i, 0, i, -7, 1, i, -12
- O=C(NCc1n[nH]c(=S)n1-c1ccc(Cl)c(Cl)c1)c1ccc(S(=O)(=O)N2CCCCC2)cc1
    i, i, -2, i, i, 3, i, 9, -4, i, -9
- CCc1cc2c(=O)c(-n3cnc4ccccc43)coc2cc1O
    i, i, -1, i, i, -2, i, 4, -2, i, -8
- COC(=O)c1ncccc1SC
    i, i, x, i, i, 10, i, -3, -1, i, -8
- Cc1nc(N2CCN(S(=O)(=O)c3ccc(Br)cc3)CC2)c2c(C)c(C)sc2n1
    i, i, -5, i, i, 3, i, x, 3, i, -6
- CCCN(CCC)C(=O)Cn1c(=O)n(CCCC(=O)NCc2ccco2)c(=O)c2sccc21
    i, i, -1, i, i, x, i, -4, 0, i, -20
- Cn1cccc1/C=N/NC(=O)CSc1nc2ccccc2n1C
    i, i, -3, i, i, 2, i, x, 1, i, -11
- CN(C)c1cccc(C(=O)N/N=C/c2ccccc2F)c1
    i, i, 2, i, i, 7, i, -2, -1, x, -11
- COc1ccc(NC(=O)CSc2nnnn2C)c([N+](=O)[O-])c1
    i, i, 1, i, i, 2, i, -6, -4, i, -9
- COc1cccc(NS(=O)(=O)c2c(C)cc(C)cc2C)c1
    i, i, -2, i, i, 7, i, 4, 3, i, -14
- COc1ccc2c(c1)CCc1c-2nc2ccccc2c1N1CCOCC1
    i, i, -2, i, i, -37, i, -4, 4, i, -22
- COc1cccc(OC)c1OCCCSc1nc(C)cc(=O)[nH]1
    i, i, -2, i, i, 1, i, x, 4, i, -10
- O=C(CNC(=O)N1CC(=O)Nc2ccccc21)Nc1nccs1
    i, i, 18, i, i, 2, i, -2, -5, i, -6
- COC(=O)CSc1nnc2c3c4c(sc3nc(-n3nc(C)cc3C)n12)COC(C)(C)C4
    i, i, 1, i, i, 1, i, -2, 3, i, -14
- O=C(Nc1ccc(Oc2ccccc2)nc1)C1CCCCN1Cc1cccc(O)c1 (stereo unspecified)
    i, i, 0, i, i, -1, i, -10, 4, i, -12
- CCCC(=O)NC(=S)Nc1nc(-c2ccc(OC)cc2)cs1
    i, i, -2, i, i, -4, i, 2, 0, i, -3
- Cc1ccccc1NC(=S)NNC(=O)c1cccc(Br)c1
    i, i, -4, i, i, 1, i, 4, 1, i, 2
- CCOCCCNC(=O)C(c1ccc(Cl)cc1)N1CCN(C(=O)c2ccco2)CC1 (stereo unspecified)
    i, i, -3, i, i, 8, i, -1, 3, i, -11

The closing 4 compounds of the section above come first, to join the parts:
Every second line gives: KCNQ1 inh, RGS4 pot, GSK3A inh, KCNK3 inh, KCNK9 block, HDAC3 inhib, KCNQ1 act, DYRK1A inh, GSK3beta inhib, PolyA inh, hERG rescue
- O=C(Nc1ccc(Oc2ccccc2)nc1)C1CCCCN1Cc1cccc(O)c1 (stereo unspecified)
    i, i, 0, i, i, -1, i, -10, 4, i, -12
- CCCC(=O)NC(=S)Nc1nc(-c2ccc(OC)cc2)cs1
    i, i, -2, i, i, -4, i, 2, 0, i, -3
- Cc1ccccc1NC(=S)NNC(=O)c1cccc(Br)c1
    i, i, -4, i, i, 1, i, 4, 1, i, 2
- CCOCCCNC(=O)C(c1ccc(Cl)cc1)N1CCN(C(=O)c2ccco2)CC1 (stereo unspecified)
    i, i, -3, i, i, 8, i, -1, 3, i, -11
- CN(C(=O)CSc1nnnn1-c1ccccc1)C1CCCCC1
    i, i, -3, i, i, 4, i, -3, -1, i, -8
- CCCC(=O)Nc1ccc(NC(=O)c2ccccc2)nc1
    i, i, 1, i, i, 2, i, 0, -1, i, -8
- CCOC(=O)NC1(C(F)(F)F)C(=O)NC(C)=C1C#N (stereo unspecified)
    i, i, -2, i, i, -1, i, -1, -2, i, -6
- CC(NS(=O)(=O)c1cn(C)c(=O)n(C)c1=O)c1ccccc1 (stereo unspecified)
    i, i, -2, i, i, 8, i, -6, 2, i, -12
- CC(C)=CC1C(C(=O)NCCOc2ccccc2)C1(C)C (stereo unspecified)
    i, i, -4, i, i, 12, i, 2, 6, i, -7
- CCS(=O)(=O)N1Cc2ccccc2CC1C(=O)Nc1cc(S(C)(=O)=O)ccc1Cl (stereo unspecified)
    i, i, -2, i, i, -7, i, -1, 1, i, -8
- Cc1ccc(CNC(=O)/C(C#N)=C/c2ccc(C)s2)cc1
    i, i, -1, i, i, 15, i, 8, -1, i, 2
- O=C(Nc1ccccc1)C1CC(=O)n2c(nc3ccccc32)N1 (stereo unspecified)
    i, i, -2, i, i, -3, i, 1, -3, i, -11
- CC(=O)NCCc1nc2ccccc2n1Cc1ccc(Cl)cc1
    i, i, -1, i, i, -5, i, 0, 1, i, -9
- Cc1cc(NC(=O)CSc2nc3ccccc3[nH]2)n(-c2ccccc2)n1
    i, i, 2, i, i, 1, i, x, -4, i, -9
- CCc1ccccc1NC(=O)NC1CC2CCC(C1)N2Cc1cccs1 (stereo unspecified)
    i, i, 14, i, i, 2, i, -5, 0, i, 3
- O=C(CN(C(=O)c1csnn1)c1cccc(C(F)(F)F)c1)NC1CCCC1
    i, i, 9, i, i, 4, i, 8, 2, i, -8
- CCOc1ccccc1NC(=S)Nc1ccc(S(N)(=O)=O)cc1
    i, i, 6, i, i, 3, i, 7, 2, i, -4
- N#C/C(=C\c1ccc(-c2cccc([N+](=O)[O-])c2)o1)C(=O)N1CCOCC1
    i, i, 0, i, i, 5, i, 14, 5, i, -2
- CCOC(=O)c1[nH]c(C)c(C(=O)OCc2ccc(C)cc2)c1C
    i, i, 1, i, i, -2, i, -8, 1, i, -6
- COCCn1c(-c2ccc(OC)cc2)cnc1N
    i, i, -2, i, i, 0, i, 1, 2, i, -7
- CC1(C)C(O)=C(c2nc3ccccc3[nH]2)C(=N)N1c1ccccc1
    i, i, 2, i, i, 10, i, 4, 0, i, -10
- CCOc1ccc(NC(=O)CSc2ncn[nH]2)cc1
    i, i, -2, i, i, -7, i, -3, 0, x, -5
- COc1ccccc1-c1cc(-c2ccccc2)nc(SCC(=O)O)c1C#N
    i, i, -3, i, i, 2, i, -6, 4, i, -15
- N#Cc1c(N)nc2c(c1-c1ccncc1)CCCC2
    i, i, -2, i, i, -8, i, -8, 1, i, -2

Results in GSK3A inh, for 7 of the compounds above:
molecule	GSK3A inh
CCCC(=O)Nc1ccc(NC(=O)c2ccccc2)nc1	1
COCCn1c(-c2ccc(OC)cc2)cnc1N	-2
CC(NS(=O)(=O)c1cn(C)c(=O)n(C)c1=O)c1ccccc1 (stereo unspecified)	-2
O=C(Nc1ccccc1)C1CC(=O)n2c(nc3ccccc32)N1 (stereo unspecified)	-2
CCS(=O)(=O)N1Cc2ccccc2CC1C(=O)Nc1cc(S(C)(=O)=O)ccc1Cl (stereo unspecified)	-2
CCOc1ccc(NC(=O)CSc2ncn[nH]2)cc1	-2
Cc1ccc(CNC(=O)/C(C#N)=C/c2ccc(C)s2)cc1	-1

Next results follow.
Every second line gives: KCNQ1 inh, RGS4 pot, GSK3A inh, KCNK3 inh, KCNK9 block, HDAC3 inhib, KCNQ1 act, DYRK1A inh, GSK3beta inhib, PolyA inh, hERG rescue
- CCOC(=O)CC1C(=O)NCCN1C(=O)Nc1ccccc1 (stereo unspecified)
    i, i, 4, i, i, 2, i, 0, -3, i, -6
- CN(C)S(=O)(=O)c1ccc(NC(=O)c2cc3ccccc3o2)cc1
    i, i, -3, i, i, 4, i, 75*, 3, i, 2
- COc1c(Cl)cc(-c2noc(C)c2C(=O)NC(C)C)cc1Cl
    i, i, 2, i, i, 5, i, -7, 2, i, -4
- CC1Sc2ccc(S(=O)(=O)N3CCC(C(=O)NCC(C)c4ccccc4)CC3)cc2NC1=O (stereo unspecified)
    7*, i, -1, i, i, -2, i, 1, -3, i, -11
- COc1ccc(N(CC(=O)Nc2cccc(N(C)S(C)(=O)=O)c2)S(=O)(=O)c2ccc(C)cc2)cc1
    i, i, 4, i, i, 13, i, 1, -4, i, -6
- CCCCNC(=S)NCCN1CCCCC1
    i, i, -2, i, i, 1, i, -3, 2, i, -2
- O=C1CCC2=C(CCCC2=O)N1
    i, i, -2, i, i, 7, i, 2, -4, i, -7
- COc1ccc(CN2CCN(C(C)C)C(CCO)C2)cc1Cn1cncn1 (stereo unspecified)
    i, i, 2, i, i, 2, i, -2, -1, i, -8
- CON(C)c1nc(C2CCCCC2)c2cc(C)ccc2n1
    i, i, -2, i, i, 18, i, 38, 3, i, -10
